# Bioassay records (PubChem BioAssay)
# Shiga inhibitor = inhibitors of Shiga toxin in Vero cells. AID 2315. inhibition, % at 38.7 µM. Vero cells, Shiga toxin protein synthesis inhibition reporter. 290,000 tested, 9.2% active; in the data active = inhibition mostly above about 28%, no sharp cut-off; inactive = mostly below about 43%; also: 0% is about no effect
# Pf growth 48h = P. falciparum growth inhibition at 48 hours (one generation); 310,000 tested, 5.9% active; P. falciparum luciferase growth in erythrocytes, 48 h; Potency, µM (doses to about 28.7 µM), inactives show at the top dose activity change, negative = inhibition, usual class: inhibitors; AID 504832; also: potency is read from the fitted curve at half-maximal effect; % is scaled to controls: 0 for no effect and ±100 for the full control effect
#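 Read-out is firefly luciferase luminescence from an integrated reporter in P. falciparum, so falling signal marks reduced parasite growth. Infected erythrocytes were at 2% hematocrit and 0.1% parasitemia (final) in Albumax-supplemented RPMI 1640.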
# HCV inhibitor = inhibitors of hepatitis C virus infection. Huh7.5.1 HCVcc-Cre infection, luciferase reporter, 44 h. Potency, µM (doses to about 41.8 µM), for inactives: at the top dose activity change, negative = inhibition, most hits filed as inhibitors. 340,000 tested, 3.4% active; also: potency is read from the fitted curve at half-maximal effect; % is scaled to controls: 0 for no effect and ±100 for the full control effect
#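 Reporter virus HCVcc-Cre (~0.5 moi) infects cells exposed to compound; seeding density 1,000 cells/well with 4 h settling beforehand. Luminescence, 15 sec read, taken 44 h post-infection following a 15 min RT substrate incubation.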
# CHX counter = counter-screen hit for Shiga toxin inhibitors, cycloheximide; cell reporter, cycloheximide protein synthesis inhibition counterscreen; AID 2314; 300,000 tested, 12% active; max response, %; in the data active = max response mostly above about 13%, no sharp cut-off; inactive = mostly below about 14%; also: read at 38.3 µM for the half of the compounds with a filed dose; 0% is about no effect
# Pf growth 96h = P. falciparum growth inhibition at 96 hours | P. falciparum luciferase reporter growth, 96 h | Potency, µM (doses to about 28.7 µM), without a hit: at the highest dose activity change, negative = inhibition, usual class: inhibitors | 320,000 tested, 6.9% active; also: potency is read from the fitted curve at half-maximal effect; % is scaled to controls: 0 for no effect and ±100 for the full control effect
#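 Compounds incubated with erythrocytes infected by luciferase-expressing P. falciparum (2% hematocrit, 0.05% parasitemia final) for 96 hours, 37 C in 5% CO2. Growth inhibition scored as decreased luciferase luminescence.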
# FBPA Giardia inh = blocks Giardia fructose-bisphosphate aldolase activity; Potency, µM (highest dose often 59.6 µM), for inactives: top-dose activity, negative = inhibition, hits mostly inhibitors; 290,000 tested, 0.71% active; purified Giardia FBPA; AID 2451; A8B2U2; also: potency is read from the fitted curve at half-maximal effect; % is scaled to controls: 0 for no effect and ±100 for the full control effect; nearly all actives have a fitted effect of over 55% in size
# Target sequence (A8B2U2 whole entry, looked up): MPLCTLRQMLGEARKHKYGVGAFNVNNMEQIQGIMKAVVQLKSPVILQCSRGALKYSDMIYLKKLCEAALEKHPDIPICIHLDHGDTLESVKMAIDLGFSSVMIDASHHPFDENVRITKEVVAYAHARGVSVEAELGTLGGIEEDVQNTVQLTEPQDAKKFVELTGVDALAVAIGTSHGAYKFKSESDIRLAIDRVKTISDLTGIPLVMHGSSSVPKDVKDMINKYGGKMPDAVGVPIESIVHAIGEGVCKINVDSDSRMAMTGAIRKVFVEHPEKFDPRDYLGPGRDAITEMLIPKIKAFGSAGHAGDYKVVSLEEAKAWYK
#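 Giardia FBPA (40 nM reagent) was preincubated 10 min at RT with compound (up to 57.5 uM final), then substrate plus GAPDH/TPI/NAD/arsenate coupling system with diaphorase/resazurin was added; resorufin fluorescence (525/598 nm) was read after 20 min.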
# * hit, by the source's call; ? = inconclusive; . = no result given; & = joins results of further samples; ! = a repeat was not active; [ ] = another dose, or the depositor's remark. Unless noted, calls follow the shape of the dose curve; as a rule, active = well fitted curve in the direction sought with a large enough effect; inconclusive = small, poorly fitted or top-dose-only effect, or another doubt; inactive = no such curve, though single readings can be large; an effect the other way counts as inactive or inconclusive.
nr	smiles	Shiga inhibitor	HCV inhibitor	Pf growth 96h	Pf growth 48h	CHX counter	FBPA Giardia inh
1	CN1CCN(c2ccc(S(=O)(=O)N3CCCCC3)cc2NC(=O)Cc2ccccc2F)CC1	-8	6%	?	?	1	3%
2	CCOc1ccc(C(=O)CSc2nnc(C3CC3)n2C)cc1	37*	?	-36%	1%	14*	2%
3	CC(NC(=O)c1ccc(N(C)C)cc1)c1ccc(F)cc1 (stereo not drawn)	-14	11%	-44%[5.75 µM]	?	1	4%
4	Cc1cc(C)cc(N(CCC#N)C(=O)CSc2nc3nc(C)cc(C)n3n2)c1	36	-17%	-22%	-21%	-2	4%
5	COc1cc(NC(=O)c2cc3nc(-c4ccccc4)cc(-c4ccccc4)n3n2)cc(OC)c1OC	16	?	13%	6%	1	.
6	Cc1ccc2nc(-c3ccncc3)cc(C(=O)Nc3ccc(OC(F)F)cc3)c2c1	-22	8.9µM*	17%	?	-4	-6%
7	CCN(CCCNS(=O)(=O)c1ccc2c(c1)oc(=O)n2C)c1cccc(C)c1	-2	?	23%	?	1	?
8	Cc1ccc(-c2nnc(-c3cc(C)on3)o2)cc1	59*	-2%	239%[activator]	188%[activator]	39*	-4%
9	O=C(CCc1ccccc1)Nc1ccc(S(=O)(=O)N2CCCC2)cc1	-1	1%	8.3µM*	?	-2	10%
10	CC1C(=O)N2CCCc3cc(NC(=O)c4ccccc4Br)cc1c32 (stereo not drawn)	.	?	-5%	?	.	.
11	CC1CCCCC1NC(=O)CN1C(=O)COc2ccccc21 (stereo not drawn)	-14	6%	-29%	-5%	-5	.
12	CCC(C)NC(=O)CSc1nc2ccsc2c(=O)n1-c1ccc(OC)cc1 (stereo not drawn)	-17	6%	12µM*	-20%	1	10%
13	CN(C(=O)CSc1nnc(Cc2cccs2)n1C1CC1)C1CCS(=O)(=O)C1 (stereo not drawn)	.	12%	-1%	?	.	.
14	O=C(C1CC(=O)N(C2CCCC2)C1)N1CCN(c2ccccc2)CC1 (stereo not drawn)	-6	3%	?	-3%	5	.
15	CC1CCN(c2c([N+](=O)[O-])nn(-c3ccc4c(c3)OCCO4)[n+]2[O-])CC1	162*	-16%	.	.	61*	-20%
16	O=C(Nc1c2c(nn1-c1cccc(Cl)c1)CS(=O)C2)c1ccc2c(c1)OCO2 (stereo not drawn)	26	.	9%	-3%	-2	1%
17	Cc1nc(CC(=O)N/N=C/c2ccc(OCC(=O)O)cc2)cs1	-3	20%	?	?	4	-10%
18	CCN(CC)C(=O)c1cn(C)c2ccc(S(=O)(=O)N(CC)CC)cc2c1=O	4	-4%	32%[activator]	-12%	-1	1%
19	CCN(CC(=O)Nc1c(F)cccc1F)C(=O)CCOc1ccc(C)cc1	.	3%	15%	-7%	.	.
20	CCN(Cc1ccncc1)Cc1c(O)ccc2cc(Br)ccc12	34	6%	6.6µM*	5.9µM*	3	8.9µM*
21	O=C(Cc1ccc(Cl)c(Cl)c1)N/N=C/c1cccnc1	-5	-5%	-28%	29%	6	7%
22	CCOC(=O)/C=c1\s/c(=C\c2ccc(C(F)(F)F)cc2)c(=O)n1CC(=O)NCc1ccco1	-7	-10%	-2%	-14%	1	2%
23	CCc1ccc(C(=O)N2CCCN(C)CC2)s1	13	11%	68%	3%	3	10%
24	CN(CC(=O)Nc1cccc(F)c1)C(=O)c1ccc(COc2ccccc2)o1	.	-21%	?	?	.	.
25	NC(=O)C1CCN(C(=O)CSc2nc3ccccc3o2)CC1	4	2%	7%	25%	-2	4%
26	COc1ccc(C(=O)N2CCC(C(=O)Nc3ccc(C)cc3)CC2)cc1	20	-7%	-19%	-1%	4	10%
27	COc1cc(OC)c(NC(C)C(=O)NCc2ccccc2)cc1Cl (stereo not drawn)	6	7%	?	14%	2	?
28	COc1ccc(-c2cc(-c3ccc(C)cc3)nc(SCc3nnc(-c4ccccc4)o3)c2C#N)cc1OC	-2	?	-1%	?	-4	3%
29	Cc1cccc(OCc2nnc(N)s2)c1C	-2	2%	?	?	13	5%
30	CCOC(=O)c1ccc(-n2ncc(C(=O)OCC)c2N)cc1	34	?	?	26%	21*	3%
31	Nc1nnc(-c2cn(-c3ccccc3)nc2-c2ccc(Cl)cc2)o1	-2	-22%	4.7µM*	3.7µM*	6	6%
32	Cc1ccc(CC(=O)N(C)CC(=O)Nc2ccc(N3CCOCC3)cc2)cc1C	.	?	8%	?	.	.
33	CCOc1ccc(CCNC(=O)c2ccc(CS(=O)Cc3ccccc3Cl)o2)cc1 (stereo not drawn)	35	?	-17%	-2%	16*	7%
34	CC(Nc1ccnc2cc(Cl)ccc12)c1ccc(S(N)(=O)=O)cc1 (stereo not drawn)	-15	-2%	2.3µM*	1.9µM*	6	-14%
35	CCO[C@H]1OC(C(=O)NCc2ccccc2)=C[C@@H](c2coc3ccccc3c2=O)[C@@H]1CCCO	4	12%	?	?	-1	5%
36	CCn1c(N2CCN(C(=O)/C=C/c3ccccc3)CC2)nc2ccccc21	-12	?	-8%	-23%	-3	0%
37	COc1cccc(C(=O)Nc2nnc(-c3ccc(Cl)cc3)o2)c1	-3	-4%	?	?	-5	?
38	Cc1cccc(NC(=O)Cc2ccc(-c3ccccc3)cc2)n1	14	-11%	66%[activator]	7%	5	-7%
39	CCOC(=O)C1CCCN(c2c(C(=O)c3ccccc3)cnc3ccc(OC)cc23)C1 (stereo not drawn)	-16	-28%	29%	?	16	-15%
40	CC(=O)c1cccc(NC(=O)N2CCN(S(C)(=O)=O)CC2)c1	-9	22%	.	16%	2	-7%
41	O=[N+]([O-])c1c(Nc2ccccc2O)ccc2nonc12	-5	3%	-31%	14%	-4	?
42	Cc1ccc(C2(C)NC(=O)N(CC(=O)c3ccc4c(c3)OCCO4)C2=O)cc1 (stereo not drawn)	.	4%	0%	?	.	.
43	COc1ccc(CN(CC(=O)NCc2ccccc2)C(=O)c2csnn2)cc1	-2	-1%	-4%	15%	-2	5%
44	CCOc1cc(/C=N/Nc2cc(C)nc3ccc(C)cc23)ccc1O	17	10µM*	-21%	31%[activator]	17*	-7%
45	CC(C)(C)OC(=O)N1CCC(NC(=O)c2[nH]cnc2C(=O)Nc2ccc(Cl)cc2)CC1	.	15%	?	?	.	.

# Molecules shown so far with bromine (two):
nr	smiles	Shiga inhibitor	HCV inhibitor	Pf growth 96h	Pf growth 48h	CHX counter	FBPA Giardia inh
10	CC1C(=O)N2CCCc3cc(NC(=O)c4ccccc4Br)cc1c32 (stereo not drawn)	.	?	-5%	?	.	.
20	CCN(Cc1ccncc1)Cc1c(O)ccc2cc(Br)ccc12	34	6%	6.6µM*	5.9µM*	3	8.9µM*

# Remaining list, next part:
nr	smiles	Shiga inhibitor	HCV inhibitor	Pf growth 96h	Pf growth 48h	CHX counter	FBPA Giardia inh
46	CCCN(CCC)CCCNC(=O)CCNS(=O)(=O)c1ccc(Br)cc1	-6	10%	11%	?	-2	-11%
47	CC(C)OC(=O)CSc1nnc(CNc2ccc(Cl)cc2)n1C	-2	-13%	21%	?	-2	5%
48	Cc1ccc(CNC(=O)c2coc(=O)c3ccccc23)o1	0	0%	.	-1%	-1	-24%
49	CCOC(=O)c1c(C)c(C(=O)NCc2ccccc2OC)c(C)n1C	-7	-7%	?	?	3	6%
50	O=C(COc1ccc(S(=O)(=O)N2CCCC2)cc1Cl)NC1CC1	2	8%	?	-30%	-3	6%
51	Cc1ccc(NC(=O)Nc2cccc(C)n2)c(C)c1	20	6%	90%[activator]	74%[activator]	36	0%
52	O=S(=O)(Nc1cc(S(=O)(=O)N2CCOCC2)ccc1NCC1CCCO1)c1ccc(F)cc1 (stereo not drawn)	.	9%	?	-29%	.	.
53	COc1cc(/C=C/c2cc(C(=O)O)c3ccccc3n2)ccc1OC(F)F	12	9%	408%[activator]	105%[activator]	1	-23%
54	CC(C)(C)c1ccccc1NC(=O)CN1C(=O)NC(Cc2ccccc2)C1=O (stereo not drawn)	.	7%	?	1%	.	.
55	OC[C@@H]1CCCN1Cc1nc(-c2cccs2)no1	51*	16%	?	19%	19*	-2%
56	O=C(Nc1cccc2ccccc12)NC1CCCCC1	-5	?	0.83µM*	45%[activator]	1	-2%
57	CC(=O)Nc1ccc(OCC[n+]2cccc(C(N)=O)c2)cc1	-17	-5%	14%	3%	-1	0%
58	Cc1ccc(C)c(S(=O)(=O)N2CCN(C(C(=O)Nc3ccc(F)cc3)c3ccccc3)CC2)c1 (stereo not drawn)	-3	6%	54%[activator]	13µM*	5	-2%
59	CN(C)c1nc2ncn(Cc3ccccc3)c2c(=O)[nH]1	13	2%	?	44%	-1	-1%
60	CCOC(=O)c1c(N)sc2c1C1CCN2CC1	-17	15%	-14%	-15%	-4	-10%
61	CCCC[N+]1(C)C2CC(OC(=O)C(CO)c3ccccc3)CC1C1OC12 (stereo not drawn)	1	3%	1.2µM*!	?	-2	-1%&7%
62	COc1ccc(C)cc1Nc1nc(C)nc2c1oc1ccccc12	3	?	?	-27%	-2	?
63	O=C(c1ccc(N2CCCS2(=O)=O)cc1)N1CCN(c2ccc(F)cc2)CC1	14	?	11%	16%	8	2%
64	CCCCCc1nnc(NC(=O)Cn2cnc3ccccc3c2=O)s1	-4	19%	13%	20%	-1	0%

# Reprinted at random: 5 records from the list, in no set order.
nr	smiles	Shiga inhibitor	HCV inhibitor	Pf growth 96h	Pf growth 48h	CHX counter	FBPA Giardia inh
14	O=C(C1CC(=O)N(C2CCCC2)C1)N1CCN(c2ccccc2)CC1 (stereo not drawn)	-6	3%	?	-3%	5	.
20	CCN(Cc1ccncc1)Cc1c(O)ccc2cc(Br)ccc12	34	6%	6.6µM*	5.9µM*	3	8.9µM*
64	CCCCCc1nnc(NC(=O)Cn2cnc3ccccc3c2=O)s1	-4	19%	13%	20%	-1	0%
53	COc1cc(/C=C/c2cc(C(=O)O)c3ccccc3n2)ccc1OC(F)F	12	9%	408%[activator]	105%[activator]	1	-23%
7	CCN(CCCNS(=O)(=O)c1ccc2c(c1)oc(=O)n2C)c1cccc(C)c1	-2	?	23%	?	1	?
